pCIP destab: p/CIP protein destabilization; AID 1984; 290,000 compounds, 0.01% hits; Q05BA5; F442A p/CIP-EGFP cells, EGFP fluorescence, 16 h; decrease of EGFP signal, % at 10 µM;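 active = EGFP signal decrease of at least 30% at 10 µM or well 3 SD below plate mean, unless failing retest; inactive = the rest, including hits failing retest or dose response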; also: some compounds called inactive have numbers as strong as hits; many of its hits are not listed in these tables
Target sequence (Q05BA5 1-1403): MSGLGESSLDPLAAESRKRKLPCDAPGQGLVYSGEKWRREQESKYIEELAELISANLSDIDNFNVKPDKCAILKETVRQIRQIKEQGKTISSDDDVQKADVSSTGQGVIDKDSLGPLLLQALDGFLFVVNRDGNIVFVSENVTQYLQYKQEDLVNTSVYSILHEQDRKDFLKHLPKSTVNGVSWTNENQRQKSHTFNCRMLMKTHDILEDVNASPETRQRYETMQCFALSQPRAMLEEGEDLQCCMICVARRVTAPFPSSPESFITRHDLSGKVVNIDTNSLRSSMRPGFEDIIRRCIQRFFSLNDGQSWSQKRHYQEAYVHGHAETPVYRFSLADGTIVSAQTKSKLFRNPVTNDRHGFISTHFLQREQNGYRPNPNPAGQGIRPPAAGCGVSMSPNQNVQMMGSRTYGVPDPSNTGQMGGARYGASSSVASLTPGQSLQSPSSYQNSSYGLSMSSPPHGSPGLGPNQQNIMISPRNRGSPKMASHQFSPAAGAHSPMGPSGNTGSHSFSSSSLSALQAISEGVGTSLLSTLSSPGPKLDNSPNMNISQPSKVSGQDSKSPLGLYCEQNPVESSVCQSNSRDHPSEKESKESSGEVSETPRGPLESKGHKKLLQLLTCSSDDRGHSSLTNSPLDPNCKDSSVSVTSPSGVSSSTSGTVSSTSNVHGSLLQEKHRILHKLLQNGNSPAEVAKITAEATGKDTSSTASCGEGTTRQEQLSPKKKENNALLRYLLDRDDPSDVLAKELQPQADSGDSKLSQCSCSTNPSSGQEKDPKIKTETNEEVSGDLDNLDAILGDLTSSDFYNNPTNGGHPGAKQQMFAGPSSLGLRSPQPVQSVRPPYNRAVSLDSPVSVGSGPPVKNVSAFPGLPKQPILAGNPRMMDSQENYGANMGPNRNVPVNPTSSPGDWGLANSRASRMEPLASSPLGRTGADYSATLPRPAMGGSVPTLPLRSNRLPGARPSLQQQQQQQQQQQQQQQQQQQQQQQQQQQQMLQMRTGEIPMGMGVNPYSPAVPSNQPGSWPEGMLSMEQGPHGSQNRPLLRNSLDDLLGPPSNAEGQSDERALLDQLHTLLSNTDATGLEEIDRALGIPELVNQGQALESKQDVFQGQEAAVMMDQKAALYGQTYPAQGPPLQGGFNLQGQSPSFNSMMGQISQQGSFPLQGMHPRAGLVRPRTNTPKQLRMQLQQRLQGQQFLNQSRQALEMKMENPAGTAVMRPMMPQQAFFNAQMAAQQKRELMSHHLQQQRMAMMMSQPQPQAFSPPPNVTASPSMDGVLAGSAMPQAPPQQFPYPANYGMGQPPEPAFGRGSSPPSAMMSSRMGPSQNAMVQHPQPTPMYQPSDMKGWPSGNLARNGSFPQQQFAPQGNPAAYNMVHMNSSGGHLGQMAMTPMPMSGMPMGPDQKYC
IDE act: activators of human insulin-degrading enzyme in cells; P14735; HEK cells, FAbeta-B cleavage, fluorescence polarization; 0% vehicle, 100% cell-free pure enzyme wells; activation, % at 5.96 µM; 340,000 compounds, 0.073% hits; AID 493087;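 active = activation above the mean of all tested compounds plus 3 SD, set per screening campaign, cut at about 17% in these data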
CRFBP-R2 agonist: CRF-BP/CRF-R2 complex agonism; HEK293 CRF-R2/CRF-BP, calcium dye fluorescence (FLIPR); percent of saturating CRF peptide response; activation, % at 13.2 µM; 350,000 compounds, 0.46% hits; AID 588473;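 active = activation of at least 50%, plus an integration ratio under a set limit after plate pattern correction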;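 also: plate controls were neutral control wells without compound for no effect and CRF at EC100 for full effect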
MEKK3 PB1 HTS: modulators (inhibitors or enhancers) of MEK5 binding to human MEKK3 PB1 domain | binding response (% of control), % at 10 µM | AID 1529 | Q99759 | bead-based flow cytometry, Alexa488-MEK5 binding to MEKK3; actives lie on both sides; 0 = blocked by unlabeled MEK5, 100 = vehicle | 290,000 compounds, 1.4% hits;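 active = binding response more than 3 SD above or below the average of its plate-row segment, actives on both sides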;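 also: Alexa488 bead fluorescence after subtracting the streptavidin-only scavenger bead signal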
PHOSPHO1 inh: PHOSPHO1 (human) inhibition. Q8TCT1. recombinant PHOSPHO1, absorbance phosphatase assay. inhibition, % at 13.3 µM. 290,000 compounds, 1.1% hits. AID 1565; in the data active = inhibition above about 60%
GalR3 antagonist: antagonists of human GalR3; HEK293 GalR3-CNG cAMP membrane potential fluorescence; galR3 body fused to GalR1 C-terminus; AID 651719; inhibition, % at 3 µM; 360,000 compounds, 0.44% hits;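 active = inhibition above the screen-wide average plus 3 SD, cut at about 13% in these data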;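 also: forskolin and galanin both at EC90 stimulate the cells; cAMP rise reported by CNG channel membrane potential dye signal; 0% = forskolin plus galanin with DMSO and 100% = forskolin alone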
M4 PAM: potentiates acetylcholine response at human M4 receptor | CHO-K1 hM4/Gqi5, Fluo-8 calcium fluorescence, ACh EC20; 0% = ACh EC20, 100% = maximal ACh | activation, % at 3 µM | 360,000 compounds, 0.4% hits | AID 624126;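 active = activation above its plate's cutoff, the mean activation of sample wells plus 3 SD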; also: some results filed as inactive read as strong as hits
CRFBP-R2 block: CRF-BP/CRF-R2 complex antagonism; HEK293 CRF-R2/CRF-BP, CRF-induced calcium fluorescence; inhibition, % at 11.8 µM; 350,000 compounds, 0.59% hits;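 active = inhibition of the ligand-induced calcium signal above about 50% at the single tested concentration, limit read from the data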
IDE inh: inhibitors of human insulin-degrading enzyme in cells. HEK cells, FAbetaB cleavage, fluorescence polarization. 320,000 compounds, 0.41% hits. P14735. inhibition, % at 5.59 µM. AID 434962;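 active = percent inhibition above the average of all tested compounds plus 3 SD, set per screening campaign, cut at about 16% in these data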;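 also: IDE supplied by intact live HEK cells; FP after avidin binding of uncleaved biotin substrate so inhibition keeps polarization high; 0% = DMSO wells and 100% = 60 µM reference IDE inhibitor Ii1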
The depositor's hits bear a star; . = not tested or not shown.

pCIP destab	IDE act	CRFBP-R2 agonist	MEKK3 PB1 HTS	PHOSPHO1 inh	GalR3 antagonist	M4 PAM	CRFBP-R2 block	IDE inh	compound
0	0	-1.7	101	28	-5	12	20	0	Cc1cc(=O)[nH]c(SCC(=O)Nc2nc3c(s2)CCCC3)n1
-1	-1	0.0	103	27	-7	-1	7	3	O=C(NCCc1ccccc1F)C1CCCN(c2nc3ccccc3s2)C1 (stereo unspecified)
-4	6	-2.0	101	.	-7	2	-5	1	CC(C)COP(=O)(c1ccc(N(C)C)cc1)C(O)c1ccc(Br)cc1 (stereo unspecified)
-4	2	0.0	100	11	-3	-2	-17	2	Cc1cccc(-c2cc3nc4c(c(N5CCCC(O)C5)n3n2)CCC4)c1 (stereo unspecified)
0	0	-2.2	107	-4	-2	8	-11	-1	COc1c(Cl)cnn(-c2ccc(C)cc2)c1=O
.	2	-3.8	.	.	-4	-1	12	0	CSc1cccc(NC(=O)COC(=O)C2(c3ccccc3)CC2)c1
0	2	-0.1	112	-20	-6	12	-4	10	COc1ccc(S(=O)(=O)N(C)CC(=O)Nc2ccc(C(N)=O)cc2)cc1OC
5	0	-2.4	102	32	-4	-1	-18	3	O=C(COC(=O)Cn1cnc2ccccc21)NCc1ccc(F)cc1
-2	-5	1.9	.	-20	-5	-4	-11	6	COC(=O)C1=C(C)NC(=O)NC1c1ccc(-c2ccc(F)cc2)o1 (stereo unspecified)
.	0	0.0	.	.	-4	4	-5	4	Cc1ccc(/C=C/C(=O)OCC(=O)Nc2ccc3[nH]c(=O)[nH]c3c2)o1
-8	7	0.3	103	20	-3	-2	4	1	C/C(=N\OC(=O)c1ccc(Cl)cc1)c1nccs1
.	3	-0.1	.	.	-6	-1	6	-3	COc1ccccc1NC(=O)COC(=O)C12CC3CC(CC(Br)(C3)C1)C2
2	-4	-0.6	84	7	-2	5	10	8	O=C(CS(=O)c1cccc(C(F)(F)F)c1)Nc1ccc(Cl)cc1Cl (stereo unspecified)
-1	2	-0.6	111	2	-4	1	-5	-1	O=C(O)c1cccnc1SCc1ccc([N+](=O)[O-])cc1
.	2	2.6	.	.	-3	-2	-10	1	COc1ccc(S(=O)(=O)N2CCCCC2)cc1NC(=O)Cc1sc(C)nc1-c1ccc(F)cc1
-6	1	-5.5	103	-3	-1	4	20	-1	CN(Cc1cccs1)C(=O)CSc1nnnn1C
13	-6	1.7	97	-12	-4	8	16	-5	Cn1c(=O)c2c(nc3n2CCS3)n(C)c1=O
2	-2	-1.7	105	24	-7	-9	0	6	Cc1cc(Cl)ccc1OCC(=O)N(Cc1ccco1)C1CCS(=O)(=O)C1 (stereo unspecified)
-10	1	-0.3	100	18	-5	-2	0	0	O=C(C1CC1)N1CCN=C1SCc1cccc(C(F)(F)F)c1
4	1	-1.0	104	34	-11	2	-7	4	COc1ccc(Nc2nnc(Cc3ccncc3)c3ccccc23)c(OC)c1

Part of the list above, bar-delimited.
SMILES | pCIP destab | IDE act | CRFBP-R2 agonist | MEKK3 PB1 HTS | PHOSPHO1 inh | GalR3 antagonist | M4 PAM | CRFBP-R2 block | IDE inh
Cc1cc(=O)[nH]c(SCC(=O)Nc2nc3c(s2)CCCC3)n1 | 0 | 0 | -1.7 | 101 | 28 | -5 | 12 | 20 | 0
O=C(CS(=O)c1cccc(C(F)(F)F)c1)Nc1ccc(Cl)cc1Cl (stereo unspecified) | 2 | -4 | -0.6 | 84 | 7 | -2 | 5 | 10 | 8
O=C(COC(=O)Cn1cnc2ccccc21)NCc1ccc(F)cc1 | 5 | 0 | -2.4 | 102 | 32 | -4 | -1 | -18 | 3
CC(C)COP(=O)(c1ccc(N(C)C)cc1)C(O)c1ccc(Br)cc1 (stereo unspecified) | -4 | 6 | -2.0 | 101 | . | -7 | 2 | -5 | 1
O=C(C1CC1)N1CCN=C1SCc1cccc(C(F)(F)F)c1 | -10 | 1 | -0.3 | 100 | 18 | -5 | -2 | 0 | 0
Cc1cc(Cl)ccc1OCC(=O)N(Cc1ccco1)C1CCS(=O)(=O)C1 (stereo unspecified) | 2 | -2 | -1.7 | 105 | 24 | -7 | -9 | 0 | 6

Additional structures follow:
pCIP destab	IDE act	CRFBP-R2 agonist	MEKK3 PB1 HTS	PHOSPHO1 inh	GalR3 antagonist	M4 PAM	CRFBP-R2 block	IDE inh	compound
5	1	0.8	103	-12	-6	1	-18	-4	O=[N+]([O-])c1cccc(/C=N/Nc2nc(N3CCCCC3)nc(N3CCCCC3)n2)c1
-5	4	1.2	120	3	0	8	0	2	CCCCS(=O)(=O)C1CCS(=O)(=O)C1 (stereo unspecified)
-3	4	-0.1	91	-6	0	-10	11	-4	Cc1cc(C)n(CCN(C)Cc2nc(Cc3ccccc3F)no2)n1
.	.	2.1	.	.	-5	-3	-10	.	COc1ccc(-c2ccc(CN3C(C(C)C)C(=O)N(Cc4cn(Cc5ccco5)nn4)CCS3(=O)=O)cc2)cc1OC (stereo unspecified)
0	8	0.5	.	34	-2	10	0	-3	O=C(O)CC1Sc2nc3ccccc3n2C1=O (stereo unspecified)
3	2	-3.0	100	-6	-5	6	5	2	CCC1CCCCN1S(=O)(=O)c1ccc(NC(=O)CSc2ncccc2C(=O)O)cc1 (stereo unspecified)
-4	-17	-0.4	96	6	-2	10	-1	5	Cn1c(SCc2ccc(Br)cc2)nnc1-c1ccncc1
.	-2	0.1	.	.	-7	14	6	-2	CC(=O)Nc1ccc(NC(=O)CSc2nnc(C3CC3)n2-c2ccccc2)cc1
.	2	0.8	.	.	-4	-1	1	5	CC1Cc2ccccc2N1C(=O)COC(=O)/C=C/c1cccc(F)c1 (stereo unspecified)
.	-2	0.3	.	.	-5	3	-9	.	Cc1cc(O)c(C(C)C)cc1N=Cc1ccc([N+](=O)[O-])cc1
4	6	-0.2	103	-10	-1	10	15	5	O=C(NNc1nc(-c2ccccc2)c2cc(Br)ccc2n1)c1ccc(S(=O)(=O)N2CCOCC2)cc1
-12	4	-1.0	96	36	-5	-3	-5	0	O=C(Nc1cccc(O)c1)c1ccc(C(F)(F)F)cc1
2	-1	0.8	105	43	-1	-7	2	-3	COCc1cc(C)n(CC(=O)Nc2cc(C)cc(C)c2)c(=O)c1C#N
5	1	-0.3	103	-8	2	-3	6	1	Cn1cnc2cc(NC(=O)c3ccc(Cl)cc3)ccc21
1	-1	0.9	95	-103	-2	5	12	11	COCCNC(=S)NNC(=O)CSCc1ccc(Cl)cc1Cl
3	-2	-1.4	100	-7	-4	-4	-8	0	Cc1ccc(N(C(=O)C(F)(F)F)C(C(=O)NC2CCCCC2)c2ccncc2)cc1C (stereo unspecified)
4	-6	-0.4	99	53	-4	16	8	-1	Cc1ccnc(N/N=C/c2ccco2)n1
.	-4	-1.8	.	.	-5	-9	31	2	COc1ccc(CCNC(=O)c2cc(-c3ccccc3)c(N3CCOCC3)s2)cc1OC
-6	1	0.5	97	16	3	8	-1	0	CC1CCCCN1C(=O)Cn1c(=O)n(C2CCCCC2)c(=O)c2ccccc21 (stereo unspecified)
-17	4	-1.4	67	20	-4	-7	11	-2	Cc1nc(-c2ccccc2Cl)sc1C(=O)/C=C/N(C)C

Reprinted from the part before: 2 compounds, then new ones.
pCIP destab	IDE act	CRFBP-R2 agonist	MEKK3 PB1 HTS	PHOSPHO1 inh	GalR3 antagonist	M4 PAM	CRFBP-R2 block	IDE inh	compound
-6	1	0.5	97	16	3	8	-1	0	CC1CCCCN1C(=O)Cn1c(=O)n(C2CCCCC2)c(=O)c2ccccc21 (stereo unspecified)
-17	4	-1.4	67	20	-4	-7	11	-2	Cc1nc(-c2ccccc2Cl)sc1C(=O)/C=C/N(C)C
-2	7	0.2	95	46	-5	15	-9	-2	C/C(=N\NS(=O)(=O)c1cccc([N+](=O)[O-])c1)c1cc2ccccc2o1
.	-1	4.8	.	.	-4	-2	4	5	COc1ccc(S(=O)(=O)N2CCC(C(=O)Oc3ccc(C)cc3)CC2)cc1OC
-10	-5	-1.8	102	28	0	2	-9	5	COc1cc(C)ccc1OCc1cc(C(=O)NCc2ccncc2)no1
-16	5	2.5	98	24	1	3	-37	7	O=C(N/N=C/c1ccc(Br)s1)Nc1ccccc1
3	0	-4.8	97	32	3	-3	11	3	Cc1noc(C)c1COC(=O)c1ccccc1NC(=O)c1ccco1
-16	0	-1.7	104	-7	3	4	-65	5	CC(NC(=O)c1cc2c(s1)CCCC2)C(C)(C)C (stereo unspecified)
4	10	3.0	98	44	1	1	2	-2	CCOC(=O)COc1c(C(=O)OC)sc2ncccc12
-6	11	89*	.	78*	-3	-1	-9	-8	CCCCn1c(=NC(=O)c2cccnc2)c(C#N)cc2c(=O)n3cccc(C)c3nc21
-3	1	-1.3	96	25	-4	-1	18	2	CCNS(=O)(=O)c1ccc(CCC(=O)NCc2ccc(C)cc2)cc1
1	-2	-2.5	105	-5	-1	15	21	-1	CC(=O)Nc1ccc(S(=O)(=O)NNC(=O)c2ccc(C)cc2)cc1
2	-5	-4.0	102	4	-5	0	14	5	O=C1c2cccnc2Nc2ccccc2N1CCCF
-2	2	1.4	109	-6	-5	3	-29	2	COc1ccc(N2C(=O)CC(N(CCc3ccc(OC)c(OC)c3)C(=S)Nc3ccccc3)C2=O)cc1 (stereo unspecified)
-16	6	1.1	101	50	-7	-8	-11	2	CCOc1ccccc1CN1CCN(Cc2[nH]c3ccccc3c2C)CC1CCO (stereo unspecified)
.	3	-1.1	.	.	-5	6	8	2	Cc1ccccc1OCC(=O)NNC(=O)Cn1[nH]c(=O)c2ccccc2c1=O
1	-5	-1.9	101	10	-4	5	27	1	CCOC(=O)c1c(NC(=O)CSC(=S)N(C)C)sc(C)c1C
-6	0	-0.5	98	8	-4	-4	0	-1	CN(C)CCn1c(=O)n(-c2ccc(F)cc2)c(=O)c2c3c(sc21)CCCCC3
-8	.	.	112	-9	.	.	.	2	CCn1ncc(CNC(=O)c2cccc([N+](=O)[O-])c2)c1C
.	.	-2.1	.	.	0	2	14	.	CCc1ccc(-c2ccc(SCC(=O)NC3CCCC3)nn2)cc1
-7	1	4.3	.	9	-2	1	-5	1	COc1ccc(S(=O)(=O)n2nc(OC(=O)c3ccccc3Br)cc2N)cc1
.	1	0.9	.	.	-4	3	-10	.	CC(C)(C)S(=O)(=O)N1Cc2ccc(CO)cc2[C@H]1CCO

Screens (PubChem)
